# From PubChem BioAssay
# FXIa single inh = human FXIa protease inhibitors, primary screen, biochemical, single compound per well; Coagulation factor XI (Homo sapiens), P03951; purified human FXIa, fluorogenic AMC substrate cleavage; inhibition, % at 10 µM; actives 0.3% (n = 33,000); AID 687, 2007;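 active means inhibition above 40% in the primary screen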;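 further: 0% = enzyme without compound and 100% = blank wells lacking enzyme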
# Target sequence (P03951 19-387 limits assumed): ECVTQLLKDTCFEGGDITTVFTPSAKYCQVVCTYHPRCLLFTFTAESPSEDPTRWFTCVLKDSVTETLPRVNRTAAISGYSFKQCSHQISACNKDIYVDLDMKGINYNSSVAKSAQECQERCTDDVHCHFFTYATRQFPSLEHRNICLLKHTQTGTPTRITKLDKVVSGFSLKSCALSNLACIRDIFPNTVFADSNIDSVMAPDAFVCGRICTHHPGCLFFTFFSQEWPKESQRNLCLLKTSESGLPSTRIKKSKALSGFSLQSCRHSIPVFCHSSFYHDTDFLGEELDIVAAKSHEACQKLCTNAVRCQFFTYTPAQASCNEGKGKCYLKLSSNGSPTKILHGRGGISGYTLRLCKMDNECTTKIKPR
# Target sequence (P03951 388-625 limits assumed): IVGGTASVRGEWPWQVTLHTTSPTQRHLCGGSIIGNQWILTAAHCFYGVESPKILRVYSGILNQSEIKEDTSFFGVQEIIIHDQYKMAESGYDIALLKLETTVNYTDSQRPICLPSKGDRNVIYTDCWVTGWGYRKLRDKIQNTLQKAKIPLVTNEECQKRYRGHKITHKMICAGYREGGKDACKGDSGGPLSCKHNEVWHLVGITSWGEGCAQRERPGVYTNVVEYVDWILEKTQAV
# FXIIa inh = human FXIIa protease inhibitors, primary screen, biochemical, single well; Coagulation factor XII (Homo sapiens), P00748; purified human FXIIa, AMC substrate fluorescence, 2 h; inhibition, % at 10 µM; actives 0.2% (n = 33,000); in the data active means inhibition above about 30%;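 further: 0% = enzyme with vehicle only and 100% = no enzyme blank; many of its hits are not listed in these tables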
# Starred values were filed as active, the others as inactive.
# The first 5 compounds (preview)
SMILES,FXIa single inh,FXIIa inh
CS(=O)(=O)N(Cc1ccccc1)c1ccc(C(=O)Nc2cccnc2)cc1,-1.8,5.7
CCN(CC)c1nc(SCCOC(=O)Nc2ccccc2)nc(N(CC)CC)n1,-5.7,2.6
COc1ccc(C2c3ccc4ccccc4c3Oc3ncn(CCN4CCOCC4)c(=N)c32)cc1 (stereo unspecified),1.6,5.8
O=C(CSCC(=O)N1CCCCC1)Nc1nc(-c2cccs2)cs1,3.1,7.0
Fc1ccccc1CSc1nnc(Cn2cnc3ccccc32)n1-c1ccccc1,1.3,5.3

# Results, from the start:
SMILES,FXIa single inh,FXIIa inh
CS(=O)(=O)N(Cc1ccccc1)c1ccc(C(=O)Nc2cccnc2)cc1,-1.8,5.7
CCN(CC)c1nc(SCCOC(=O)Nc2ccccc2)nc(N(CC)CC)n1,-5.7,2.6
COc1ccc(C2c3ccc4ccccc4c3Oc3ncn(CCN4CCOCC4)c(=N)c32)cc1 (stereo unspecified),1.6,5.8
O=C(CSCC(=O)N1CCCCC1)Nc1nc(-c2cccs2)cs1,3.1,7.0
Fc1ccccc1CSc1nnc(Cn2cnc3ccccc32)n1-c1ccccc1,1.3,5.3
CCN(C(=O)c1ccc(NC(C)=O)cc1)c1ccccc1C,-1.2,7.0
CCN(CC)S(=O)(=O)c1ccc2oc(Nc3ccc4c(c3)OCCO4)nc2c1,-7.6,10.2
Cc1cc2ncn(CCCCOc3ccccc3)c2cc1C,8.1,4.6
CSc1nc2nccc(-c3ccc(-c4ccccc4)cc3)n2n1,2.3,-3.9
CC1(C)CC(=O)C2=C(C1)OC(N)=C(C#N)C21CCN(Cc2ccccc2)CC1,-1.3,-15.3
CCOc1ccc(/C=N/O)cc1,0.2,7.8
CCC(=O)N1CCN(c2ccc(NC(=O)c3ccc(-c4ccccc4)cc3)cc2)CC1,-48.1,-14.5
COc1cccc(NC(=O)C(NCC2CCCCC2)c2ccccc2)c1 (stereo unspecified),-0.8,2.8
O=C(Nc1ccc2oc(-c3ccncc3)nc2c1)c1c(F)c(F)c(F)c(F)c1F,-1.1,8.8
Nc1ccccc1-c1nnc(SCc2ccccc2Cl)[nH]c1=O,-3.2,17.8
Cc1ccc(N(CC(=O)Nc2ccc3c(c2)OCCO3)S(=O)(=O)c2c(C)noc2C)cc1,-0.1,8.5
Cc1ccc(OCc2nnc(SCC(=O)O)n2N)cc1,-4.0,3.5
CCCC(=O)c1ccc(N2CCN(S(=O)(=O)c3ccccc3)CC2)c(F)c1,4.4,1.6
CC(=O)N1CCN(Cc2nc3cc(NC(=O)c4ccccc4)ccc3n2C)CC1,8.1,3.1
c1ccc(-c2nc(NCCCn3ccnc3)c3oc4ccccc4c3n2)cc1,-1.9,1.4
CCCCc1nc(NCCNC(=O)c2ccco2)c(C#N)c2c1CSC(C)(C)C2,-0.1,2.8
CCOC(=O)CN1CC23C=CC(O2)C(C(=O)Nc2ccc(F)c(C)c2)C3C1=O (stereo unspecified),-13.9,-9.1
CCN1CCN(c2nc3ccccc3nc2C(C#N)S(=O)(=O)c2ccc(C)c(C)c2)CC1 (stereo unspecified),5.5,7.3
O=C(Cn1c(=O)oc2cc(S(=O)(=O)N3CCCCC3)ccc21)N1CCc2ccccc2C1,0.9,8.3
Cc1ccc(-n2c(=O)c(C#N)cc3c(=O)n4ccccc4nc32)cc1,-11.4,-36.7

# Individual results from the list.
# Under FXIa single inh, Nc1ccccc1-c1nnc(SCc2ccccc2Cl)[nH]c1=O has the entry -3.2
# Under FXIa single inh, O=C(Cn1c(=O)oc2cc(S(=O)(=O)N3CCCCC3)ccc21)N1CCc2ccccc2C1 has the entry 0.9
# Under FXIa single inh, CCOc1ccc(/C=N/O)cc1 has the entry 0.2
# Under FXIIa inh, CCOC(=O)CN1CC23C=CC(O2)C(C(=O)Nc2ccc(F)c(C)c2)C3C1=O (stereo unspecified) has the entry -9.1
# Under FXIa single inh, Fc1ccccc1CSc1nnc(Cn2cnc3ccccc32)n1-c1ccccc1 has the entry 1.3
# Under FXIIa inh, COc1cccc(NC(=O)C(NCC2CCCCC2)c2ccccc2)c1 (stereo unspecified) has the entry 2.8
# Under FXIa single inh, CCCC(=O)c1ccc(N2CCN(S(=O)(=O)c3ccccc3)CC2)c(F)c1 has the entry 4.4

# New compounds follow:
SMILES,FXIa single inh,FXIIa inh
CC(=O)Nc1ccc(S(=O)(=O)N(c2cccnc2)S(=O)(=O)c2ccc(NC(C)=O)cc2)cc1,-0.5,4.0
CCN1C(=O)c2cccc3c(S(=O)(=O)NCc4ccccn4)ccc1c23,-0.8,-0.6
CC(C)C(=O)N1CCN(CCN=CC2=C(O)CC(c3ccco3)CC2=O)CC1 (stereo unspecified),-0.5,3.3
Cc1cc(=O)[nH]c(SCC(=O)Nc2ccc(S(=O)(=O)N3CCOCC3)cc2)n1,28.9,-11.0
CCOC(=O)C(/C=N/c1cc(C)nn1-c1ccccc1)=C(\C)O,-1.1,-5.1
CCCn1c(SCC(=O)c2ccc(CC)cc2)n[nH]c1=O,-11.1,8.0
CC(NC(=O)CN1CCN(c2ncccn2)CC1)c1ccc(F)cc1 (stereo unspecified),-6.0,6.5
COc1ccc2c(c1)c(CC(=O)O)c(C)n2C(=O)c1ccc(Cl)cc1,4.9,4.9
CN(Cc1ccccc1)S(=O)(=O)c1cccs1,-6.8,-3.2
CCNC(=S)NNC(=O)Nc1ccccc1,0.5,0.1
O=C(C1CCCO1)N1CCN(c2ccc(F)cc2)CC1 (stereo unspecified),-4.7,2.7
CCN1CCCC1CNC(=O)c1cc(OC)c(OC)c(OC)c1 (stereo unspecified),-6.8,0.4
COc1cccc(-c2nn(-c3ccccc3)cc2C(=O)NCC(=O)O)c1,-3.5,0.4
CCOCCCNS(=O)(=O)c1ccc(OC)c(Cl)c1Cl,0.8,2.3
CN1CCN(C(=O)c2cccc(S(=O)(=O)N3CCCCC3)c2)CC1,2.5,8.5
COc1ccccc1C(=O)NCc1ccc2c(c1)OCO2,2.9,2.6
CCOc1ccc(NC(=O)C2CCN(S(=O)(=O)c3cccnc3)CC2)cc1,-6.3,0.5
O=C(CCCc1ccccc1)N1CCc2ccccc21,0.4,-0.7
COc1ccc(-c2csc(C3=C(O)CN(Cc4ccc(S(N)(=O)=O)cc4)C3=N)n2)cc1OC,-0.3,6.7
CSc1nncn1/N=C/c1ccc2c(c1)OCO2,5.8,7.7
CCCCN1C(=O)N(C)C2NC(=O)NC21 (stereo unspecified),-3.7,2.3
O=C(NC1CCCC1)C(c1ccccc1)N(Cc1ccc2c(c1)OCO2)C(=O)Cc1cccs1 (stereo unspecified),-3.3,5.8
CCOc1cc(/C=N/N=C(\N)c2nonc2N)cc(Br)c1OCc1cccc2ccccc12,30.0,-10.5
COC(=O)c1ccccc1NC(=O)CN1C(=O)C2CCCN2c2ncc(Cl)cc21 (stereo unspecified),-2.5,9.5
Cn1c(NC(=O)c2ccccc2)cc(=O)n(C)c1=O,-1.3,4.5
# Continuation:
SMILES,FXIa single inh,FXIIa inh
Cc1ccc(CNC(=O)CSCC(=O)O)cc1,-7.9,17.0
O=C(CN1C2CCCC1CC(NC(=O)c1ccccc1)C2)Nc1nccs1 (stereo unspecified),1.3,3.3
Cc1cccc(NC(=O)CN(c2ccc(C(C)C)cc2)S(=O)(=O)c2c(C)nn(C)c2C)n1,-16.0,-13.8
O=S(=O)(NCC1CCCO1)c1ccc(S(=O)(=O)N(Cc2ccc(F)cc2)C2CCCCC2)cc1 (stereo unspecified),-0.2,5.8
CCOc1ncccc1C(=O)OCc1cc(=O)oc2c(C)c(C)ccc12,3.8,6.7
CC1(C)S[C@@H]2[C@H](NC(=O)C(C(=O)O)c3ccccc3)C(=O)N2[C@H]1C(=O)O (stereo partly specified),-2.0,3.4
CCC(C)OC(=O)C(C)Oc1ccc(-c2ccccc2)cc1 (stereo unspecified),1.9,4.2
CCOC(=O)Cn1c(=O)oc2cc(S(=O)(=O)NC(C)c3ccccc3)ccc21 (stereo unspecified),5.1,5.3
COCCCNC(=S)NNC(=O)c1cccnc1,-3.6,16.2
COC(=O)c1c(-c2ccc(Br)cc2)noc1N,0.1,4.7
O=C(CN(Cc1ccccc1)S(=O)(=O)c1ccc(Br)cc1)NCc1ccco1,15.0,2.6
C#CCOc1c(Br)cc(/C=N/O)cc1OCC,17.9,-5.8
O=C(O)c1ccc(NCc2ccncc2)cc1,-2.3,7.8
CC(NC(=O)c1ccc(CS(=O)(=O)c2cccc(C(F)(F)F)c2)o1)c1ccc2c(c1)OCCO2 (stereo unspecified),0.2,-3.5
CC(C)(C)c1ccc(OCC(=O)NCCN2CCCC2)cc1,-0.3,-4.1
Cc1ccc(-c2ccccc2NC(=O)CCl)o1,27.3,-12.3
O=C(OCCCN=C1NS(=O)(=O)c2ccccc21)C1CC(=O)N(c2ccc(Cl)cc2)C1 (stereo unspecified),-0.8,-18.8
Cc1cc(C)c(C#N)c(SCCS(=O)(=O)Cc2ccc(Cl)cc2)n1,-13.4,0.1
O=C(O)CCN(CCC(=O)O)c1ccccc1,6.3,9.9
COCCCn1c(-c2ccc(Cl)cc2)n[nH]c1=S,-7.4,15.5
COc1ccc(NC(=O)Cn2nnc(C(=O)NCc3ccco3)c2N)c(OC)c1,26.3,-11.6
CCOC(=O)C1CCN(c2nc3ccccc3nc2C(C#N)C(=O)OCCOC)CC1 (stereo unspecified),0.7,4.7
CCCc1nc2ccc(NC(=O)NCCC(=O)OCC)cc2c(=O)n1Cc1ccc(Cl)cc1,-7.5,3.9
N#Cc1ccc(-c2ccc3c(c2)OCO3)nc1SCC(=O)OCc1ccccc1,13.0,-40.1
CC(=O)NCCN=C(C)c1sc2ccccc2c1O,-0.2,9.1
# (more compounds)
SMILES,FXIa single inh,FXIIa inh
O=C(Nc1nnc(C(F)(F)F)s1)c1cccnc1,-1.8,5.9
COc1ccc(S(=O)(=O)N(C)CC(=O)NCCC2=CCCCC2)cc1OC,2.3,8.1
CC(=O)NCCn1c(SCC(=O)c2ccc(Cl)cc2)nc2ccccc2c1=O,-13.0,-12.2
Cc1cc(NC(=O)c2c(F)cccc2Cl)n(-c2nc3ccccc3[nH]2)n1,-1.2,2.0
COc1ccccc1OCCn1cc(C#N)c2ccccc21,2.7,3.3
C=CCc1c(C)nc(C)nc1N/N=C/c1ccc(N(C)C)cc1,-7.3,5.1
O=C(CSc1nnc(-c2ccncc2)n1Cc1ccccc1)NCCc1ccccc1,-5.0,5.1
COc1ccc(Br)cc1-c1nc(C)c(C(C)=O)n1O,2.5,9.8
O=C(Nc1ccc(N2CCOCC2)cc1)Nc1ccc2nc(-c3ccco3)c(-c3ccco3)nc2c1,-0.9,10.3
COc1ccc(-c2ccc(-c3noc(-c4ccccc4C)n3)c(OC)n2)cc1,1.5,-1.6
CCN1CCN(C(c2cc3cccc(C)c3[nH]c2=O)c2nnnn2Cc2ccccc2)CC1 (stereo unspecified),-0.1,9.5
CC(C)(C)OC(=O)N[C@@H](Cc1ccccc1)c1nnc(SCC(=O)c2ccc(Cl)cc2)o1,2.0,6.2
O=C(O)c1cccc(-c2nnn(Cc3ccccc3Cl)n2)c1,-0.6,3.6
O=C(Nc1ccc(Br)cc1F)c1sccc1-n1cccc1,5.4,7.7
Cc1sc(-c2ccncc2)nc1OC(=O)c1ccc(Cl)cc1,2.1,6.5
CC(NC(=O)CSc1nnc(-c2cccc(S(=O)(=O)N3CCCCC3)c2)o1)C12CC3CC(CC(C3)C1)C2 (stereo unspecified),-15.1,8.4
Cc1ccccc1OCC(=O)NC(=S)Nc1ccc2c3c(cccc13)CC2,17.2,-11.2
Nc1ccc2[nH]ncc2c1,-1.0,1.3
CCC(C)c1ccc(O)c(/C=N/O)c1 (stereo unspecified),7.1,6.9
O=C(Nc1ccccc1C(=O)OCn1nnc2ccccc2c1=O)c1ccco1,9.7,4.8
Clc1ccccc1OCCN1CCCCC1,5.1,5.0
COCCCNC(=O)c1ccc(N(C)S(C)(=O)=O)cc1,3.0,8.8
Cn1cnnc1SC(C(=O)Nc1cccc(C(F)(F)F)c1)c1ccccc1 (stereo unspecified),7.6,2.9
CCO/C(C)=C1\C(=O)Nc2ccccc21,0.0,2.4
COc1cccc(Cn2nnc(C(=O)NCCc3ccc(Cl)cc3)c2N)c1,6.9,10.8
# Next section
SMILES,FXIa single inh,FXIIa inh
O=[N+]([O-])c1cc(/C=N\Nc2nccs2)ccc1O,26.2,-13.2
Cc1ccc(S(=O)(=O)/N=C(\Sc2ccccc2)c2ccccc2)cc1,-4.2,6.2
O=C(CSC1CCCCC1)Nc1nccs1,2.9,5.0
COc1ccc(-c2noc(CCCOc3ccc(Cl)cc3Cl)n2)cc1,6.3,-0.7
CC(=Nc1ccc(C)c(C)c1)C1=C(O)CCC1=O,3.8,-0.8
O=C(c1ccccc1C(=O)N1CCN(c2ccc(F)cc2)CC1)N1CCN(c2ccc(F)cc2)CC1,-2.7,4.0
Cc1ccc(S(=O)(=O)Nc2ccc(S(=O)(=O)NC(C)(C)C)cc2)cc1,-1.4,6.3
CS(=O)(=O)N(Cc1ccccc1)c1ccc(C(=O)NCc2ccccc2)cc1,17.6,-11.8
COC(=O)c1cn(CC(=O)NCc2ccco2)c2ccccc12,-3.6,1.2
Cc1nc(N2CCOCC2)[nH]c(=O)c1CCC(C)C,-1.5,2.4
CCOc1ccc(Nc2oc(-c3ccc(Cl)cc3)nc2C#N)cc1,-6.6,-11.4
CCOc1ccc(OCCCCN2CCCC2)cc1,4.5,7.4
COc1ccc(CN(C(=O)c2cccs2)c2nccs2)cc1OC,-1.7,1.7
O=C(O)c1cccc(-c2nnn(Cc3ccccc3)n2)c1,-7.2,5.0
COc1ccc(CCSc2nnc(C3CCCCC3)n2N)cc1,6.7,3.8
COc1cccc(-n2nnc3c(=O)n(CC(=O)N4CCC(C)CC4)cnc32)c1,-4.2,4.7
CCCC(=O)N1c2ccccc2C(N(C(C)=O)c2ccccc2)CC1C (stereo unspecified),-10.2,15.2
Cc1ccc(Cl)cc1N1CCN(C(=O)Cc2cn(C)c3ccccc23)CC1,4.6,4.2

# Not all compounds are listed, so the mix of outcomes need not match the whole.
